# IDH1 R132H inh – qHTS for Inhibitors of mutant isocitrate dehydrogenase 1 (IDH1): qHTS | Isocitrate dehydrogenase [NADP] cytoplasmic (Homo sapiens), O75874 | IDH1-R132H enzyme, NADPH consumption, diaphorase/resazurin fluorescence | Potency, µM (highest dose often 76.6 µM), for inactives: at the highest dose activity change, negative = inhibition, actives largely listed as inhibitors | 390,000 tested, 0.093% active | AID 602179, 2012; note: potency is the fitted concentration of half-maximal effect; % is set by controls: 0 for no effect and ±100 for the full control effect; nearly all actives have a fitted effect of over 65% in size
#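 IDH1-R132H (0.5 ug/mL) preincubated 30 min with compound, then NADPH (0.016 mM) and alpha-KG (2 mM) added; 80 min at RT, pH 7.5. Remaining NADPH coupled via diaphorase/resazurin to fluorescence (540/590 nm); concentration-response curves normalized to no-enzyme control.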
# TRHR PAM – qHTS for Small Molecule Agonists and Allosteric Enhancers of Human TRH Receptor: Primary Screen for Enhancers. Thyrotropin-releasing hormone receptor (Homo sapiens), P34981. TRHR cells, fluo-8 calcium fluorescence, EC20 TRH enhancement. enhancement, % at 2 µM. 360,000 tested, 0.66% active. AID 493056, 2011; in the data active = enhancement above about 30%; note: 0% is about no effect
#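 Enhancer read-out: after compound pinning and an initial kinetic agonist-mode read, an EC20 of TRH (10 nM final) was injected and fluo-8 calcium signal (Ex 480/Em 530) followed at 1 s/cycle for 100 cycles in TRHR-expressing cells.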
# rTrxR1 inhibitor – qHTS Assay for Inhibitors of Mammalian Selenoprotein Thioredoxin Reductase 1 (TrxR1): qHTS; Thioredoxin reductase 1, cytoplasmic (Rattus norvegicus), O89049; recombinant rTrxR1, NADPH fluorescence consumption, selenite substrate; Potency, µM (highest dose often 114 µM), inactives show at the top dose activity change, negative = inhibition, hits mostly inhibitors; 390,000 tested, 1% active; note: potency is the fitted concentration of half-maximal effect; % is set by controls: 0 for no effect and ±100 for the full control effect; nearly all actives have a fitted effect of over 65% in size
#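 Rat TrxR1 (90 nM in the dispensed reagent) was pre-reduced with 400 uM NADPH for 5 min at room temperature, then incubated with compound for 15 min. After 400 uM selenite was added, NADPH fluorescence (Ex 340/Em 450 nm) was followed for 8 min.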
# D2 agonist – HTS Assay for Allosteric Agonists of the Human D2 Dopamine Receptor: Primary Screen for Agonists; D(2) dopamine receptor (Homo sapiens), P14416; HEK293 T-REx D2 cells, calcium flux agonist mode; activation, % at 2 µM; 340,000 tested, 0.53% active; AID 485358, 2010;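 active = activation over 3 SD above normal in the single-dose calcium agonist read, cut at about 30% in these data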; note: 0% is about no effect
#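 HEK293 Trex D2 cells, tetracycline-induced, o/n 30 C 5% CO2; no-wash Ca dye, RT 30–90 min; 10-cycle baseline, 23 nl cpd added, kinetic Ca read 180 s; agonist hits = positive Ca response.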
# TRHR agonist – qHTS for Small Molecule Agonists and Allosteric Enhancers of Human TRH Receptor: Primary Screen for Agonists; Thyrotropin-releasing hormone receptor (Homo sapiens), P34981; TRHR cells, calcium flux fluo-8, FDSS agonist mode; activation, % at 2 µM; 360,000 tested, 0.18% active; in the data active = activation above about 30%; note: 0% is about no effect
#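 Agonist-mode FDSS calcium read (Ex 480/Em 530, 1 s cycles) in 1536-well TRHR cells with fluo-8 dye, after 10-cycle baseline and 23 nL compound addition; TRH at EC20 (10 nM final) added afterwards for the enhancer phase.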
# D2 antagonist – HTS Assay for Allosteric Antagonists of the Human D2 Dopamine Receptor: Primary Screen for Antagonists; inhibition, % at 10 µM; HEK293 TREx D2 cells, calcium flux, dopamine EC80; 340,000 tested, 2% active; AID 485344, 2010; D(2) dopamine receptor (Homo sapiens), P14416; in the data active = inhibition above about 30%; note: 0% is about no effect
#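 Cells plated overnight at 30 C with tetracycline; no-wash calcium dye, 30–90 min RT; 10 s baseline; compound pinned; 180 s read; EC80 dopamine added; another 180 s read.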
# USP1 inh – Inhibitors of USP1/UAF1: Primary Screen | Potency, µM (doses to about 57.1 µM), for the others: top-dose activity change, negative = inhibition, most hits filed as inhibitors | 390,000 tested, 0.23% active | recombinant USP1/UAF1, Ub-Rhodamine cleavage fluorescence | Ubiquitin carboxyl-terminal hydrolase 1 (Homo sapiens), O94782; note: potency is the fitted concentration of half-maximal effect; % is set by controls: 0 for no effect and ±100 for the full control effect; nearly all actives have a fitted effect of over 60% in size; inactives centre near -12
# Target sequence (O94782 whole entry, looked up): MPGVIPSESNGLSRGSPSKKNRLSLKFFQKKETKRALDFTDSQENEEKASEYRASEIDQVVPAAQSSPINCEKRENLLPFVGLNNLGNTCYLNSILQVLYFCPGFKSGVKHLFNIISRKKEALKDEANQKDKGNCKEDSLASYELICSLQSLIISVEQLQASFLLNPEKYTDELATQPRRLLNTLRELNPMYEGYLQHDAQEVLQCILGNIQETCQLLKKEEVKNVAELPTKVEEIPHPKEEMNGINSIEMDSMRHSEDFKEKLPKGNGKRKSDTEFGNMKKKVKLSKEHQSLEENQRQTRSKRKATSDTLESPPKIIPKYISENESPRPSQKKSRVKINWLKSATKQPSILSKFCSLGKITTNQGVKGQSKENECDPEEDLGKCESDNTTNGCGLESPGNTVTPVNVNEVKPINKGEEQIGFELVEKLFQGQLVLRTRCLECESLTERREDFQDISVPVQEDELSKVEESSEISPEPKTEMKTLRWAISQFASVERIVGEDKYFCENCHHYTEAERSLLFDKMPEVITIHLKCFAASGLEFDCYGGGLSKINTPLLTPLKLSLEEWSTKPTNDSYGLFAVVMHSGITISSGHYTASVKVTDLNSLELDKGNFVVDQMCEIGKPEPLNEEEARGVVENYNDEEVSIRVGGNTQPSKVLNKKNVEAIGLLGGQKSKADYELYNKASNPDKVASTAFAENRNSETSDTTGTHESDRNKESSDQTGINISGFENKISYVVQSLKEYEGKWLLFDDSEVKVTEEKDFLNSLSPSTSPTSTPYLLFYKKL
#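 USP1/UAF1 complex at 1 nM was preincubated with compound for 15 min at room temperature, then Ub-Rho substrate (150nM final) was added. Fluorescence (480/540 nm) was read kinetically, 6 reads every 60 seconds.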
# TrxR1 substrate – qHTS Assay for Substrates of Mammalian Selenoprotein Thioredoxin Reductase 1 (TrxR1): qHTS. Thioredoxin reductase 1, cytoplasmic (Rattus norvegicus), O89049. purified TrxR1 substrate turnover, NADPH consumption readout. Potency, µM (series often up to 114 µM), for the others: at the top dose activity change, negative = substrate turnover. 390,000 tested, 0.01% active. AID 588456, 2011; note: potency is the fitted concentration of half-maximal effect; % is set by controls: 0 for no effect and ±100 for the full control effect; nearly all actives have a fitted effect of over 50% in size
#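 Rat TrxR1, dispensed at 90 nM, was prereduced with 400 uM NADPH (final) for 5 min at ~22 deg C, then incubated with compound 15 min before 400 uM selenite. A first-read NADPH fluorescence drop versus no-compound background flagged substrates.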
# Pin1 inhibitor – qHTS Assay to Find Inhibitors of Pin1 | Peptidyl-prolyl cis-trans isomerase NIMA-interacting 1 (Homo sapiens), Q13526 | Pin1 FP peptide displacement, HiFluor488, 10 min | Potency, µM (highest dose often 115 µM), for inactives: at the highest dose activity, negative = inhibition, actives largely listed as inhibitors | 390,000 tested, 0.009% active | AID 504891, 2011; active = well fitted inhibition curve with a large enough effect in the polarisation, with a control signal flat, not every such curve was filed as active; inconclusive = small, poorly fitted or top-dose-only effect, or effect the other way, or a change in a side signal; inactive = no such curve, though single readings can be large or run the other way; the % refers to the polarisation; note: potency is the fitted concentration of half-maximal effect; % is set by controls: 0 for no effect and ±100 for the full control effect
# Target sequence (Q13526 whole entry, looked up): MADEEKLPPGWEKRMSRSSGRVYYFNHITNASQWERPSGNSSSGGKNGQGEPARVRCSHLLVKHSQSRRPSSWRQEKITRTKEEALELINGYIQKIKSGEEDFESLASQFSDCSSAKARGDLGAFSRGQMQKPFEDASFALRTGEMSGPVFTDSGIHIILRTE
# * = called active by the depositor; ? = inconclusive; nt = no result given; & = joins results of further samples; [ ] = dose if it differs, or a comment. Unless noted, calls come from the whole dose curve; as a rule, active = well fitted inhibition curve with a large enough effect; inconclusive = small, poorly fitted or top-dose-only effect; inactive = no such curve, though single readings can be large or run the other way. Only part of the results is shown; the hit share may differ from the screen's.
no.	canonical_smiles	IDH1 R132H inh	TRHR PAM	rTrxR1 inhibitor	D2 agonist	TRHR agonist	D2 antagonist	USP1 inh	TrxR1 substrate	Pin1 inhibitor
1	CC1CCCC(NC(=O)Nc2cccs2)C1C (centres undefined)	1%	-1	6%[57.1 µM]	-0.4	0.7	1	-19%	0%[57.1 µM]	6%
2	Cc1nc2ccc(S(=O)(=O)NCC(=O)Nc3ccc(C)c(Cl)c3)cc2s1	nt	2	8%	nt	-0.8	nt	-14%	3%	-4%
3	CC(NC(=O)C1CCN(c2nnc(-n3cccc3)s2)CC1)C12CC3CC(CC(C3)C1)C2 (centres undefined)	-1%	4	-17%[57.1 µM]	-0.3	-0.1	-9	-3%	8%[57.1 µM]	10%
4	COc1ccc(NC(=O)C2CCN(Cc3cnn(-c4ccccc4)c3-n3cccc3)CC2)cc1OC	2%	2	20%[11.4 µM]	0.3	-0.6	30	4%	14%[11.4 µM]	-13%
5	Cc1nn(-c2ccc(F)cc2)c(Cl)c1/C=C1\C(=O)Nc2ccccc21	0%	0	3%[57.1 µM]	2.2	1.7	-15	-16%	1%[57.1 µM]	12%
6	Cc1ccc(S(=O)(=O)Nc2nc3cc(C)c(C)cc3[nH]2)cc1	-2%	0	13%[57.1 µM]	-2.2	-1.3	0	-12%	4%	-1%
7	c1ccc(N2CCN(c3nc4cc5c(cc4s3)OCCO5)CC2)cc1	1%	-1	-2%	0.4	-0.2	-12	-7%	-1%	4%
8	Cc1ccc(CNC(=O)CCCN2C(=O)CCn3nc(-c4cccn4C)cc32)cc1	-15%	3	7%[57.1 µM]	1.2	-0.6	nt	8%	-2%[57.1 µM]	-14%
9	Cc1ccc(N(C(=O)c2ccc(S(=O)(=O)N(C)C)cc2)C2C=CS(=O)(=O)C2)cc1 (centres undefined)	-3%	4	20%	0.3	0.4	8	2%	0%	5%
10	O=c1nc(-c2ccccc2Cl)c2cc(F)ccc2[nH]1	-2%	2	17%	0.7	0.2	-15	-10%	116%[activator]	0%
11	COCC(=O)Nc1c(C(=O)Nc2ccc3c(c2)OCCO3)oc2ccccc12	6%	-5	20%[57.1 µM]	-0.1	-0.9	6	-3%	5%[57.1 µM]	-3%
12	Cc1ccc2c(c1)c(C)c(C)n2CC(O)Cn1nnc2ccccc21 (centres undefined)	-5%	-5	-35%	nt	0.2	nt	-11%	-17%	21%
13	COC(=O)c1ccc(NC(=O)CSC2=NC(=O)C(c3ccccc3)C(=O)N2)cc1 (centres undefined)	5%	2	-10%	1.0	-0.1	-7	-18%	-8%	-5%
14	Cc1c(NC(=O)c2ccccc2NC(=O)COc2ccccc2)cccc1C(=O)O	-4%	-1	17%	0.6	-0.7	13	-17%	-1%	0%
15	O=S(=O)(NCc1ccccn1)c1ccc2c(c1)OCCO2	-3%	4	6%	2.4	-0.1	-19	-1%	-1%[57.1 µM]	5%
16	Cc1nc(Cl)c(S(N)(=O)=O)c(C)c1Cl	3%	-4	4%[57.1 µM]	0.5	1.1	-9	-16%	1%[57.1 µM]	1%
17	Cc1ccc(C(=O)NNC(=O)c2ccc(NS(=O)(=O)c3cccs3)cc2)s1	6%	14	-16%	0.2	0.2	-2	-3%	-17%	-1%
18	COc1ccccc1N1CCN(C(=O)/C=C/c2ccc(C)cc2)CC1	7%	-2	-7%	-0.7	-0.7	-8	-21%	-11%	1%
19	O=C(NNC(=O)C1C2CCC(C2)C1C(=O)O)c1cccc(Cl)c1 (centres undefined)	-3%	1	-16%	-0.9	-2.1	-12	-17%	-12%	3%
20	CC1Sc2ccc(S(=O)(=O)CCC(=O)NC3CCCCCC3)cc2NC1=O (centres undefined)	-6%	-1	8%	0.1	0.0	-3	-16%	0%	-5%
21	O=c1[nH]cc(COCc2ccccc2)c(=O)[nH]1	3%	10	23%	-0.1	0.8	-7	-14%	11%	-5%
22	O=C(Nc1cccc(S(=O)(=O)N2CCCCC2)c1)C1CCC1	7%	-5	6%	nt	0.2	nt	-16%	-3%	-4%
23	NC(=O)c1c(NC(=O)C(=O)NCCCN2CCOCC2)sc2c1CCCC2	-7%	0	2%	-0.7	0.5	1	-9%	-6%	5%
24	O=C(c1ccc2c(Cl)c3c(nc2c1)CCCC3)N1CCN(c2ccc(F)cc2)CC1	5%	2	?	-1.5	-0.2	19	-5%	3%[57.1 µM]	4%
25	O=C(O)C1C2C=CC(C2)C1C(=O)N1CCN(C/C=C/c2ccccc2)CC1 (centres undefined)	-2%	2	-12%	-0.1	-0.2	-12	-14%	-1%	1%

# The closing 2 records of the section above come first, to join the parts.
no.	canonical_smiles	IDH1 R132H inh	TRHR PAM	rTrxR1 inhibitor	D2 agonist	TRHR agonist	D2 antagonist	USP1 inh	TrxR1 substrate	Pin1 inhibitor
24	O=C(c1ccc2c(Cl)c3c(nc2c1)CCCC3)N1CCN(c2ccc(F)cc2)CC1	5%	2	?	-1.5	-0.2	19	-5%	3%[57.1 µM]	4%
25	O=C(O)C1C2C=CC(C2)C1C(=O)N1CCN(C/C=C/c2ccccc2)CC1 (centres undefined)	-2%	2	-12%	-0.1	-0.2	-12	-14%	-1%	1%
26	CC(C)(C)NC(=O)NC(=O)CN1C(=O)NC(C)(c2ccccc2)C1=O (centres undefined)	0%	4	12%	0.8	1.0	-14	-17%	5%	-7%
27	COc1ccccc1C(=O)NC(=S)Nc1cc(C(=O)O)ccc1C	10%	0	11%[57.1 µM]	-0.7	-0.2	-11	-21%	0%[57.1 µM]	1%
28	COC(=O)c1ccc2c(c1)S(=O)(=O)NC(=NCCCN1CCOCC1)S2	3%	-1	7%	-0.1	-0.1	0	-9%	5%	1%
29	COc1cc2c(cc1NC(=O)/C=C/c1ccc([N+](=O)[O-])cc1)oc1ccccc12	-3%	4	1%	0.0	0.0	-7	-3%	-12%	-4%
30	CS(=O)(=O)c1ccc2nc(NC(=O)c3cccc(Cl)c3)sc2c1	7%	12	1%[57.1 µM]	0.3	0.1	0	7%	8%[57.1 µM]	1%
31	COc1ccc(NCc2cc3cc4c(cc3n(CC(=O)Nc3ccc(C)cc3)c2=O)OCO4)cc1	-1%	-1	-2%	7.1	22	nt	?	-8%	-6%
32	COc1ccc(C(=O)Cn2c(Br)nc3c2c(=O)n(C)c(=O)n3C)cc1	-4%	-5	14%	-1.5	0.2	-12	-3%	-5%	-1%
33	CCN1CCN(C(=S)c2ccc(-c3ccccc3)cc2)CC1	4%	-2	-2%	nt	0.2	nt	1%	-4%	1%
34	CCC(CC)COC(=O)C1=C(C)NC(=O)NC1c1ccc(OC)cc1 (centres undefined)	2%	3	4%[57.1 µM]	0.0	-0.6	17	-20%	5%[57.1 µM]	0%
35	Cc1cc(NC(=O)CSc2nc3ccccc3n2CC(=O)N2CCC(C)CC2)no1	9%	8	13%[57.1 µM]	0.6	0.0	-5	-20%	-8%[57.1 µM]	-11%
36	Cc1nnc(N2CCCC(C(=O)NCCc3ccccc3)C2)c2nn(-c3ccccc3)c(C)c12 (centres undefined)	-10%	1	12%	-0.1	-0.5	nt	-18%	20%	1%
37	CCCCn1c(N)c(N(CC(C)C)C(=O)c2cc(-c3ccco3)nc3ccccc23)c(=O)[nH]c1=O	1%	14	?	-0.3	-0.2	3	-16%	8%	37%[activator]
38	Fc1ccccc1COc1cccc2cccnc12	0%	nt	13%	nt	nt	nt	-15%	3%	-7%
39	Cc1cccc(-n2ncc(C(=O)N3CCN(C4CCCCC4)CC3)c2C2CCN(C(=O)OC(C)(C)C)CC2)c1	3%	-8	22%	0.2	4.8	nt	-9%	3%	-1%
40	COc1ccc(N2CCN(C(=O)c3cc4c(s3)-c3ccccc3OC4)CC2)cc1	-6%&8%	0&-4	9%[57.1 µM]	-0.7&-0.6	-0.3&-0.4	-14	4%&-5%	1%[57.1 µM]	-10%&-1%
41	COc1ccc(S(=O)(=O)O/N=C2\CCSc3ccc(C)cc32)cc1	3%	1	-8%	-0.3	-0.7	-4	?	-10%	26%
42	Cc1nn(-c2ccccn2)c2c1C(=O)CC(C)(C)C2N=[N+]=[N-] (centres undefined)	13%	nt	19%	nt	nt	nt	-14%	3%	0%
43	Cc1cc(C)n2ncc(S(=O)(=O)c3ccccc3)c2n1	16%	7	26%	0.2	0.6	3	-18%	80%[activator]	3%
44	COc1ccc(C(=O)OCCN2CCCCC2)cc1	0%	3	-2%	0.2	0.0	0	-21%	-2%	5%
45	Cc1ccc(-n2ncc(C(=O)NCc3ccc4c(c3)OCO4)c2C2CCN(C(=O)OC(C)(C)C)CC2)cc1C	0%	9	17%	-1.0	1.1	nt	-24%	5%	13%
46	COc1ccc(S(=O)(=O)CCC(=O)N2CCN(c3ccc(F)cc3)CC2)cc1	-4%	-6	12%	0.1	-1.7	0	-14%	5%	0%
47	C=CCCOc1ccccc1C(N)=O	-5%	-2	18%	4.3	-0.5	18	-24%	3%	-9%
48	O=C(c1ccc(Cl)cc1)N1CCC(c2nc(-c3cccs3)no2)CC1	14%	-2	8%	-1.1	-0.3	3	-10%	3%	-3%

# Compound activity: PubChem BioAssay, National Center for Advancing Translational Sciences (NCATS)
